HP1b binding inh – inhibitors of HP1-beta chromodomain binding to methylated histone tails; AlphaScreen HP1-beta / biotin-H3K9me3 peptide binding; hit rate 0.56% among 390,000; P83916; Potency, µM (series often up to 114 µM), for the others: top-dose activity change, negative = inhibition, hits mostly inhibitors; note: nearly all actives have a fitted effect of over 70% in size; inactives centre near 23
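Compound inhibition of the preformed complex between 50 nM HP1-beta and 50 nM biotinylated H3K9me3 peptide was read by AlphaScreen. Buffer was PBS pH 7.4 with 0.01% Tween-20. Incubations ran 30 min at room temperature, with 10 ug/mL donor/acceptor beads.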
Pol iota inh – inhibitors of human DNA polymerase iota. Q9UNA4. Pol iota fluorescent replication assay, 10 min. Potency, µM (doses to about 115 µM), without a hit: top-dose activity, negative = inhibition, actives largely listed as inhibitors. hit rate 1% among 390,000. AID 588590
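Pol iota at 10 nM preincubated 15 min with compounds at room temperature; reaction started with fluorescent substrate, 50 nM final. Fluorescence read kinetically at 0 and 10 min; buffer-only wells as negative control.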
JMJD2A Tudor inh – blocks the human JMJD2A Tudor domain | O75164 | AlphaScreen JMJD2A-Tudor / H3K4me3 peptide binding | Potency, µM (highest dose often 114 µM), without a hit: at the highest dose activity change, negative = inhibition, usual class: inhibitors | hit rate 4.4% among 390,000 | AID 504339; note: % is set by controls: 0 for no effect and ±100 for the full control effect; nearly all actives have a fitted effect of over 50% in size
BLM inh – inhibitors of human Bloom syndrome helicase BLM; P54132; recombinant BLM DNA unwinding, fluorescence dequenching; Potency, µM (highest dose often 56.1 µM), for the others: at the top dose activity change, negative = inhibition, usual class: inhibitors; hit rate 0.2% among 350,000;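 note: plate controls were vehicle for no effect and no enzyme for full effect; nearly all actives have a fitted effect of over 35% in size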
G9a inh – blocks human histone lysine methyltransferase G9a | G9a H3K9 monomethylation, AlphaScreen, 2 h | hit rate 8.8% among 350,000 | Potency, µM (doses to about 102 µM), for inactives: at the highest dose activity, negative = inhibition, hits mostly inhibitors | AID 504332; note: % is set by controls: 0 for no effect and ±100 for the full control effect; nearly all actives have a fitted effect of over 75% in size
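Enzyme 20 nM + cpd, 15 min RT; add b-H3K9 pep 500 nM / SAM 20 uM; 2 h RT; anti-H3K9me1 Ab 0.5 ug/mL + SA donor / anti-rabbit acceptor beads 20 ug/mL each, 10 min; AlphaScreen read.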
BAZ2B block – BAZ2B (human) inhibition | Q9UIF8 | hit rate 4.4% among 360,000 | Potency, µM (series often up to 114 µM), inactives show at the top dose activity change, negative = inhibition, actives largely listed as inhibitors | AlphaScreen BAZ2B-H3K14Ac peptide displacement; note: % is set by controls: 0 for no effect and ±100 for the full control effect; nearly all actives have a fitted effect of over 60% in size
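Compounds, titrated to a top concentration of 110 uM, were incubated 30 min at room temperature with preformed BAZ2B/acetyl-K14 H3 peptide complex (50 nM each). Proximity signal was measured by AlphaScreen after 20 min with beads.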
Tb PGK inh – T. brucei PGK inhibition. P07378. Potency, µM (series often up to 57.5 µM), for the others: at the top dose activity change, negative = inhibition, actives largely listed as inhibitors. PGK/GAPDH coupled, Kinase-Glo luminescence, 60 min. hit rate 0.043% among 380,000; note: % is set by controls: 0 for no effect and ±100 for the full control effect; nearly all actives have a fitted effect of over 60% in size
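Recombinant glycosomal PGK reaction used 1,3-bisphosphoglycerate generated in-well by GAPDH (100nM final) in 100mM TEA pH 7.6, 5mM MgCl2, 0.01% Tween-20. After 60 minutes at room temperature, ATP was read by Kinase-Glo Plus luminescence end-point.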
Pin1 inh – blocks the human prolyl isomerase Pin1 | Pin1 FP peptide displacement, HiFluor488, 10 min | Potency, µM (doses to about 115 µM), without a hit: at the highest dose activity, negative = inhibition, actives largely listed as inhibitors | hit rate 0.009% among 390,000 | AID 504891 | Q13526; active = well fitted inhibition curve with a large enough effect in the polarisation, with a control signal flat, not every such curve was filed as active; inconclusive = small, poorly fitted or top-dose-only effect, or effect the other way, or a change in a side signal; inactive = no such curve, though single readings can be large or run the other way; the % refers to the polarisation; note: % is set by controls: 0 for no effect and ±100 for the full control effect
GLS inh – blocks human kidney-isoform glutaminase activity. O94925. GLS enzymatic activity, qHTS titration. Potency, µM (top dose mostly 45.5 µM), inactives show top-dose activity change, negative = inhibition, usual class: inhibitors. hit rate 0.21% among 410,000. AID 624170; note: % is set by controls: 0 for no effect and ±100 for the full control effect
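Assay buffer: 45 mM KH2PO4 pH 8.2, 0.02% Tween-20. hKGA acts on L-glutamine (1 mM solution added); product glutamate is reported by an oxidase/peroxidase Amplex Red coupling, with fluorescence taken at baseline and 30 min.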
Active calls of the source: *; i = inactive; ? = inconclusive; . = no result given; [ ] = dose if it differs, or a comment. Unless noted, calls come from the whole dose curve; as a rule, active = well fitted curve in the direction sought with a large enough effect; inconclusive = small, poorly fitted or top-dose-only effect, or another doubt; inactive = no such curve, though single readings can be large; an effect the other way counts as inactive or inconclusive. Potency is the fitted concentration of half-maximal effect. Not all compounds are listed; count on the stated rates, not on these rows.

Pin1 inh	Pol iota inh	G9a inh	GLS inh	BAZ2B block	Tb PGK inh	BLM inh	JMJD2A Tudor inh	HP1b binding inh	SMILES
65%[activator]	?	50µM*	-3%	?	-9%	.	?	-65%	Cc1cccnc1NC(=O)CSc1ncnc2sc(C)c(C)c12
?	-6%	10%[59 µM]	-14%	-3%	i	-2%	-20%	-2%	COc1ccc(NC(=O)C(C)n2c(C)c3cnn(-c4ccccc4)c(=O)c3c2C)cc1Cl (stereo unspecified)
-9%	5%	-28%[12.7 µM]	13%	7%	-1%	-1%	-25%	54%[activator]	Cc1ccc(C(=O)c2coc3ccc(OCC(=O)O)cc23)cc1
1%	4%	21%[59 µM]	-6%	10%	-9%	-8%	-7%	33%	Cn1c(SCC(=O)N2CCCc3ccccc32)nc2ccccc2c1=O
10%	25%	-34%	0%	-1%	-10%	-4%	5%	42%[activator]	C#CC(CC)(CC)NC(=O)c1ccc(Br)s1
1%	62%[activator]	.	16%	-8%	-11%	-1%	-9%	15%	O=C(Cc1ccccc1)NNC(=O)c1ccc(Br)o1
?	1.4µM*	?	?	?	?	-9%	3.2µM*	-16%	CC(C)C1N=C2c3ccccc3N=C(SCC(=O)c3ccc(O)c(O)c3)N2C1=O (stereo unspecified)
-2%	20%	.	.	.	.	.	-14%	39%[activator]	Cc1ccc(S(=O)(=O)N2CCN(c3nc(-c4cccnc4)nc4ccccc34)CC2)cc1
1%	10%	-47%	2%	9%	-1%	3%	-23%	51%[activator]	O=C(O)c1ccccc1NC(=O)N1CCOCC1
?	-13%	?	-2%	0%	6%	-9%	-12%	15%	CC(C)c1ccc(NC(=O)CCS(=O)(=O)c2ccc(Br)s2)cc1
1%	104%[activator]	-3%[59 µM]	1%	10%	8%	2%	-4%	2%	CCCn1c(N)c(N(CCOC)C(=O)c2ccc(F)cc2)c(=O)[nH]c1=O
2%	147%[activator]	-22%	4%	-10%	-7%	-3%	-21%	20%	COc1ccc(/C=C2/SC(=O)N(CC(=O)NCCC(C)C)C2=O)cc1OC
-2%	24%	6%[0.501 µM]	-2%	-37%	-5%	0%	-7%	27%	CCOC(=O)CNC(=O)CSc1nnc(-c2cccc(C)c2)n1-c1ccc(OC)cc1
?	?	71µM*	-4%	-24%	i	-8%	-7%	68%[activator]	CC1C2(C)OC(=N)C(C#N)(C(C)O2)C1(C#N)C#N (stereo unspecified)
-4%	161%[activator]	8%	9%	-2%	0%	1%	-13%	-5%	O=C(COC(=O)c1cc(S(=O)(=O)N2CCOCC2)ccc1F)c1ccc[nH]1
2%	15%	26%	1%	19%	-5%	-6%	-1%	26%	COc1cc(C(=O)NN(CCC#N)C2=NS(=O)(=O)c3ccccc32)cc(OC)c1OC
-2%	?	-1%[59 µM]	8%	-8%	4%	0%	-2%	25%	CC(=O)N/C(=C\c1ccccc1)C(=O)NCC(=O)O
-10%	-16%	-34%[12.7 µM]	-9%	3%	0%	1%	-8%	25%	COP(C)(=O)c1c(C)nn(-c2ccccc2)c1C (stereo unspecified)
1%	10%	.	2%	18%	-1%	-2%	-12%	39%	COc1ccc(-n2nnnc2SCC(=O)Nc2cc(OC)c([N+](=O)[O-])cc2C)cc1
0%	-5%	-33%[59 µM]	-2%	-1%	.	-8%	-19%	26%	COc1cc(/C=C(/C#N)c2nc(-c3cc4ccccc4oc3=O)cs2)ccc1O
9%	-16%	4%	-4%	-26%	-5%	-11%	-11%	19%	CC1(C)C(C=C(Cl)Cl)C1C(=O)N(Cc1ccccc1Cl)C1CCS(=O)(=O)C1 (stereo unspecified)
-6%	-15%	-9%[59 µM]	-5%	-17%	-4%	-5%	-6%	43%[activator]	CCCCSc1nc(C)cc(SCC(=O)N/N=C/c2ccccc2)n1
4%	23%	8%	8%	-3%	-3%	-1%	-16%	33%	COc1ccc(CCn2c(-c3ccc(OC)cc3)nc3c(c(=O)c4ccccc4n3C)c2=O)cc1
3%	9%	21%[59 µM]	9%	-2%	3%	-1%	-21%	-2%	CCOC(=O)Nc1oc2ccccc2c(=O)c1CN1CCOCC1
3%	12%	206%[activator]	-1%	35%	-2%	-9%	57%[activator]	52%[activator]	CCCOc1ccc(Cl)cc1CNc1ccccc1
1%	16%	.	-5%	0%	-8%	1%	-17%	22%	Cc1ccc2c(C)c(C(=O)NCCN3CCOC3=O)oc2c1C
5%	92%[activator]	5%	0%	-4%	-4%	-4%	-24%	-4%	Cc1ccc(C(C)NC(=O)C23CC4CC(CC(C4)C2)C3)cc1 (stereo unspecified)
-5%	83%[activator]	.	?	8%	i	0%	-6%	?	CCOc1cc(C(=S)N2CCCC2)ccc1O
1%	-24%	.	0%	3%	-14%	0%	?	?	CCN(CC)CCCNC(=O)/C=C/C(=O)O
-1%	-15%	.	14%	3%	-3%	1%	-15%	24%	CCN1CCN(CCC(=O)Nc2ccc(C)cc2)CC1
8%	104%[activator]	4%	-8%	5%	-3%	-6%	-20%	-9%	CCOc1ccccc1NC(=O)Cn1c(=O)n(-c2ccc(OC)cc2OC)c(=O)c2c(C)c(C(=O)N(CC)CC)sc21
2%	10%	86%[activator]	1%	41%[activator]	7%	-5%	28%	48%[activator]	N/C(=N\OC(=O)C1CCCCC1)c1ccc(Br)cc1
-3%	?	?	-4%	0%	-14%	-1%	-5%	13%	COc1ccc(NC(=O)CC2C(=O)OCC3CCCCN32)cc1Cl (stereo unspecified)
0%	?	.	-1%	.	-4%	.	-18%	11%	CN(C)CCC(=O)N1C/C(=C/c2ccccc2)C(=O)/C(=C\c2ccccc2)C1
-5%	?	?	0%	-27%	-8%	1%	-34%	8%	CCOC(=O)C1=NN(c2ccc(OC)cc2)C(c2ccccc2)CC1=O (stereo unspecified)
-4%	10%	14%[59 µM]	16%	?	2%	-4%	-27%	14%	CCCn1c(N)c(C(c2ccc(C(=O)OC)cc2)N2CCN(c3ccccc3)CC2)c(=O)[nH]c1=O (stereo unspecified)
5%	10%	-46%[59 µM]	-7%	-31%	i	0%[12.4 µM]	?	11%	CCCCC1=CC2=CC(=O)C(C)(OC(=O)CC)C(=O)C2=CN1Cc1ccccc1 (stereo unspecified)
-3%	2%	13%	0%	-19%	-3%	-3%	-26%	37%[activator]	O=C(O)COc1ccc(/C=N/NC(=O)C(O)(c2ccccc2)c2ccccc2)cc1
7%	2%	-1%	-10%	5%	i	-2%	34%	71%[activator]	COc1cc(OC)cc(C(=O)c2c(C)c(C#N)c3ccccn23)c1
-2%	-17%	-8%[59 µM]	-3%	4%	-5%	-1%	18%	24%	COCCCNC(=O)CCn1c(=O)c2ccccc2n(CC(=O)Nc2ccccc2C)c1=O
-2%	2%	?	22%	-19%	3%	0%	7%	25%	CCOC(=O)c1[nH]c2ccc(OC)cc2c1NC(=O)CN1CCSCC1
3%	10%	-2%[59 µM]	-1%	-5%	1%	-15%	-17%	48%[activator]	COCCNC(=O)CSc1c2c(nc3cc(Cl)ccc13)CCCC2
12%	6%	98%[activator][2.33 µM]	6%	39%[activator]	-16%	.	-10%	31%	COc1cc(C(=O)NCC(=O)NCCN2C(=O)S/C(=C\c3ccc4c(c3)OCO4)C2=O)cc(OC)c1OC
6%	15%	?	8%	-18%	i	-3%	-10%	29%	CC(=O)Oc1c(-c2ccc(Br)o2)oc2ccccc2c1=O
5%	10%	7%	-2%	4%	4%	-9%	-7%	28%	CCCOc1ccc(CC(=O)NCCc2ccccc2)cc1OC
3%	10%	-18%	3%	-11%	-6%	-6%	-18%	13%	CCOC(=O)c1nn(-c2ccc(Cl)cc2)c(=O)c(C#N)c1C
2%	?	29%[59 µM]	3%	5%	-11%	-9%	-1%	27%	C#CCOc1c(Br)cc(/C=N/O)cc1OCC
17%	50µM*	-9%	17%	?	-1%	-8%	-7%	39%	Cc1ccc(S(=O)(=O)Nc2cc(=O)[nH]c(SCC(=O)Nc3cccc(C)c3)n2)cc1
6%	-5%	-36%	6%	-4%	6%	-2%	-9%	32%	O=C(CCc1ccccc1)N1CCN(Cc2ccc(F)cc2Cl)CC1
-17%	84%[activator]	-40%	-4%	-2%	0%	0%	-1%	21%	Cc1c(C#N)c(N)nc(Cl)c1C#N

Remaining list, next part.
Pin1 inh	Pol iota inh	G9a inh	GLS inh	BAZ2B block	Tb PGK inh	BLM inh	JMJD2A Tudor inh	HP1b binding inh	SMILES
-5%	24%	13µM*	-15%	13%	-9%	-1%	-2%	36%	Cc1cc(C(=O)N/N=C/c2ccccn2)c2ccccc2n1
1%	19%	.	-1%	10%	-3%	0%	7%	28%	CC(C)(C)N1CC(C(=O)Nc2ccc(S(N)(=O)=O)cc2)CC1=O (stereo unspecified)
-4%	28%	12%	13%	2%	-9%	-4%	-16%	28%	CCOC(=O)c1[nH]c2ccc(Br)cc2c1NC(=O)CNC
0%	-3%	-26%	6%	-24%	13%	-1%	-23%	19%	O=C(OCC(=O)c1ccc[nH]1)c1ccc(S(=O)(=O)N2CCCCCC2)cc1
1%	3%	22µM*	?	-23%	i	2%	13µM*	21%	S=c1[nH]nc(CN2CCCCC2)n1Cc1ccccc1
-13%	-14%	-2%	5%	-7%	-2%	1%	-2%	30%	O=C(Cc1cccc2ccccc12)N1CCN(c2ncccn2)CC1
20%	-2%	-36%[12.7 µM]	-1%	7%	-1%	-1%	-1%	29%	COC(=O)c1ccc(OCC(=O)Nc2nn(-c3ccccc3)nc2C(N)=O)cc1

Part of the list above, with values under each structure.
Order of values – Pin1 inh	Pol iota inh	G9a inh	GLS inh	BAZ2B block	Tb PGK inh	BLM inh	JMJD2A Tudor inh	HP1b binding inh
COC(=O)c1ccc(OCC(=O)Nc2nn(-c3ccccc3)nc2C(N)=O)cc1
→ 20%	-2%	-36%[12.7 µM]	-1%	7%	-1%	-1%	-1%	29%
S=c1[nH]nc(CN2CCCCC2)n1Cc1ccccc1
→ 1%	3%	22µM*	?	-23%	i	2%	13µM*	21%
Cc1cc(C(=O)N/N=C/c2ccccn2)c2ccccc2n1
→ -5%	24%	13µM*	-15%	13%	-9%	-1%	-2%	36%
O=C(OCC(=O)c1ccc[nH]1)c1ccc(S(=O)(=O)N2CCCCCC2)cc1
→ 0%	-3%	-26%	6%	-24%	13%	-1%	-23%	19%

Compound activity (PubChem)
